# SMN2 splice enh = enhancers of SMN2 splice variant expression | HEK293 SMN2-luciferase splicing reporter, luminescence, 30-36 h | hit rate 2.8% among 210,000 | Potency, µM (series often up to 46.1 µM), for the others: at the top dose activity change, positive = activation, actives largely listed as activators; also: % of control where 0% means no effect; nearly all actives have a fitted effect of over 55% in size
#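 qHTS luciferase splicing reporter: luminescence rises when SMN2 exon 7 is included in transfected HEK293 cells. Compound exposure lasted 30-36 h at 37C, with 4.5 mM final sodium butyrate as control, followed by a ONE-Glo read.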
# KDM4E inh = blocks human JMJD2E demethylase activity; B2RXH2; JMJD2E catalytic domain, FDH-coupled NADH fluorescence (FDH is formaldehyde dehydrogenase); Potency, µM (highest dose often 57.1 µM), without a hit: top-dose activity change, negative = inhibition, hits mostly inhibitors; hit rate 1.6% among 230,000; AID 2147; active = well fitted inhibition curve with a large enough effect, not every such curve was filed as active; inconclusive = small, poorly fitted or top-dose-only effect, or another doubt; inactive = no such curve, though single readings can be large or run the other way;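 also: 0% = wells with enzyme and -100% = buffer wells without enzyme; nearly all actives have a fitted effect of over 50% in size; many of its hits are not listed in these tables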
# Target sequence (B2RXH2 1-337 limits assumed): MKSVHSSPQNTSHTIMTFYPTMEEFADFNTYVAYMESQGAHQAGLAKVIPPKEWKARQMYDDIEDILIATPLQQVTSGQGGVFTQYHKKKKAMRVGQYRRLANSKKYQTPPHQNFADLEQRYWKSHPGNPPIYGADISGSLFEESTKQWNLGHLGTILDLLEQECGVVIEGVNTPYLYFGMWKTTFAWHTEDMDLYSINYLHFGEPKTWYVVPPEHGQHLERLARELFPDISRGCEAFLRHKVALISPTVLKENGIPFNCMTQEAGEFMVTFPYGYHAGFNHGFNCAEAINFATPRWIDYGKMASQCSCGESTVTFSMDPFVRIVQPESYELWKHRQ
# ALDH1A1 inh = inhibitors of human aldehyde dehydrogenase 1A1 | Purified ALDH1A1, NADH fluorescence, propionaldehyde substrate | Potency, µM (top dose mostly 75.3 µM), for inactives: at the top dose activity, negative = inhibition, most hits filed as inhibitors | hit rate 7.3% among 220,000; active = well fitted inhibition curve with a large enough effect, not every such curve was filed as active; inconclusive = small, poorly fitted or top-dose-only effect, or another doubt; inactive = no such curve, though single readings can be large or run the other way;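 also: plate controls were no enzyme wells and a reference inhibitor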
# GAA inhib = alpha-glucosidase (human) inhibition. hit rate 0.005% among 200,000. Potency, µM (doses to about 76.9 µM), for the others: top-dose activity change, negative = inhibition, usual class: inhibitors. purified human GAA, 4-MU-alpha-glucoside fluorescence;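 also: plate controls were uninhibited enzyme wells for no effect and no-enzyme background for full effect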
#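 Activity normalized between no-enzyme (basal) and enzyme-only wells. Conditions: 4 nM human enzyme, 400 uM fluorogenic substrate, citrate/phosphate pH 5.0 with Tween-20, 20 min room temperature, compounds up to 77 uM.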
# GLA spleen mod = inhibitors or activators of human alpha-galactosidase in spleen homogenate. P06280. human spleen homogenate, 4MU-alpha-Gal fluorescence, 40 min. hit rate 0.008% among 240,000. Potency, µM (doses to about 80 µM), without a hit: at the top dose activity change, negative = inhibition, actives largely listed as inhibitors;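 also: 0% = enzyme with vehicle and -100% = no enzyme basal signal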
# Target sequence (P06280 32-429 limits assumed): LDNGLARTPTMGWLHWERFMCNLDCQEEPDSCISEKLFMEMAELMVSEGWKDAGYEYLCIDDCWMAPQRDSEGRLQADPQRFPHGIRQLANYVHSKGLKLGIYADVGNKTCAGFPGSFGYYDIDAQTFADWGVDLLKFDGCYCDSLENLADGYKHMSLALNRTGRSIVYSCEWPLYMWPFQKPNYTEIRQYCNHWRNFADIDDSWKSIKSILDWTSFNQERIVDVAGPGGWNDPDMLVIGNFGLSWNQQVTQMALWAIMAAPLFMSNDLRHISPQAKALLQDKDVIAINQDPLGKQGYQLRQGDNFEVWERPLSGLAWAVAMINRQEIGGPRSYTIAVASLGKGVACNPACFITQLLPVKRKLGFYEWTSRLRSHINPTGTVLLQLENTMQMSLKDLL
#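 Spleen homogenate 1 ug + cpd (titration) + 4-MU-alpha-D-galactopyranoside 1 mM; 37C 40 min; 50 mM citrate/phosphate pH 5.0, 0.01% Tween-20; stop pH 10; fluorescence 365/440; AC50 via Hill.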
# GoLoco inh red = RGS12 GoLoco-Gai1 interaction inhibition | Gai1:RGS12 GoLoco peptide FP, rhodamine, 10 min | Potency, µM (highest dose often 61.6 µM), for inactives: at the highest dose activity, negative = inhibition, usual class: inhibitors | hit rate 0.44% among 230,000 | AID 880; active = well fitted inhibition curve with a large enough effect, not every such curve was filed as active; inactive = no such curve, though single readings can be large or run the other way; also: % is scaled to controls: 0 for no effect and ±100 for the full control effect; nearly all actives have a fitted effect of over 30% in size; many of its hits are not listed in these tables
# Target sequence (P63096 whole entry, looked up): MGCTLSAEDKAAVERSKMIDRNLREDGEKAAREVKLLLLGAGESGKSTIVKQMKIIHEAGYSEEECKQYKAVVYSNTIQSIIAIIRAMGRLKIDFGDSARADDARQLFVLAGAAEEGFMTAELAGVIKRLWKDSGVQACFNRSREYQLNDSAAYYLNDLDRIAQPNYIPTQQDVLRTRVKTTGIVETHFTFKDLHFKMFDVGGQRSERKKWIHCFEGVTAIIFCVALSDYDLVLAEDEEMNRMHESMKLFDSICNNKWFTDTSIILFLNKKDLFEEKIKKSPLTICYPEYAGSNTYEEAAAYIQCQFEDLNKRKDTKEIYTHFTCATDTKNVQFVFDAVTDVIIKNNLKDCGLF
# GAA glycogen = GAA glycogen-cleavage inhibition or activation; P10253; recombinant GAA, glycogen substrate, Amplex Red glucose oxidase fluorescence; Potency, µM (doses to about 76.4 µM), for the others: at the top dose activity change, negative = inhibition, actives largely listed as inhibitors; hit rate 0.38% among 300,000;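 also: 0% = full enzyme reaction and -100% = no-enzyme basal signal; the screen sought inhibitors and activators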
#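 Recombinant enzyme (4 nM final) with compounds titrated up to 77 uM and bovine liver glycogen (30 ug) in citrate pH 5.0, 0.01% Tween-20, 37 C 40 min. Released glucose detected by Amplex Red/glucose oxidase (Ex 573/Em 610); AC50 from Hill fits.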
# aGlu spleen mod = lysosomal alpha-glucosidase (human) modulation. P10253. human spleen homogenate, 4-MU-alpha-glucoside fluorescence. Potency, µM (doses to about 79.9 µM), without a hit: at the top dose activity change, negative = inhibition, actives largely listed as inhibitors. hit rate 0.006% among 240,000;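 also: 0% = enzyme with vehicle and -100% = no enzyme basal signal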
#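 Human spleen homogenate (1 ug) incubated with compounds and 1 mM 4-methylumbelliferyl-alpha-D-glucopyranoside in pH 5.0 citrate/phosphate buffer, 37 C, 40 min. Stopped at pH 10; 4-MU fluorescence (Ex 365/Em 440 nm); AC50 by Hill fit.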
# An asterisk follows results filed as active; i = inactive; u = inconclusive; x = not tested or not shown; [ ] = remark or other dose. Unless noted, calls follow the shape of the dose curve; as a rule, active = well fitted curve in the direction sought with a large enough effect; inconclusive = small, poorly fitted or top-dose-only effect, or another doubt; inactive = no such curve, though single readings can be large; an effect the other way counts as inactive or inconclusive. Potency is read from the fitted curve at half-maximal effect. A portion of the library; the hit share may differ from the screen's.
SMILES,SMN2 splice enh,KDM4E inh,ALDH1A1 inh,GAA inhib,GLA spleen mod,GoLoco inh red,GAA glycogen,aGlu spleen mod
CC(=O)Nc1ccc(-c2ccc(NC(C)=O)c(O)c2)cc1O,x,25%,0%,-2%,0%,18%,-27%,3%
CC(C(=O)N1CCOCC1)N1C(=O)c2cccc3cccc(c23)C1=O (stereo unspecified),7%,u,u,3%,7%,11%,3%,0%
COc1ccc(C(=O)c2ccc(OC)cc2OC)cc1,x,-2%,x,x,8%,-4%,1%,-10%
N#CC(c1ccccc1)c1ccc(=O)[nH]n1 (stereo unspecified),-3%,-5%,u,4%,-9%,-3%,-4%,-4%
C[N+]1(CC2COC3(CCCCC3)O2)CCCC1 (stereo unspecified),19%,-25%,4%,-10%,-13%,10µM*,13%,-1%
O=C(CC1C(=O)NCCN1Cc1cccc(Oc2ccccc2)c1)NCCn1cccn1 (stereo unspecified),x,u,-9%,-4%,3%,-15%,-9%,-8%
COc1ccc(C(=O)C2CCCN(C(=O)Cc3c(C)noc3C)C2)cc1OC (stereo unspecified),x,u,-6%,5%,-4%,-1%,12%,-1%
Cc1cc(C)n2nc(C(=O)Nc3ccc4c(c3)OCO4)cc2n1,7.9µM*,-6%,u,-4%,9%,20%,8%,9%
Cc1cc(OCC(=O)N2CCCC2)ccc1Cl,9%,-6%,-7%,3%,-2%,-10%,1%,-2%
O=C(CSc1nnnn1-c1ccc2c(c1)OCCO2)OC1CCCCC1,3%,-8%,5µM*,-6%,2%,-5%,-8%,-4%
O=[N+]([O-])c1ccc(Cl)c(/C=N/n2c(-c3ccncc3)n[nH]c2=S)c1,x,0%,x,x,2%,-15%,-1%,-2%
COc1ccc(Oc2nc3c(C)cccn3c(=O)c2/C=C(\C#N)C(N)=O)cc1,x,u,u,2%[15.4 µM],6%,12%,u,4%
Cn1c(NC(=O)c2ccc(F)cc2)c(-c2cccs2)c(=O)c2ccccc21,x,0%,x,x,2%,19%,-2%,4%
OCCN(Cc1ccccc1)Cc1ccccc1F,14%,u,-13%,2%,-2%,-10%,6%,-3%
O=C(O)c1cn(-c2ccccc2)nc1-c1ccncc1,u,u,u,-4%,4%,-3%,-6%,-2%
C(=N\NC1=Nc2cccc3cccc1c23)/c1ccccc1,4µM*,-2%,-1%,-6%,2%,105%[activator],-6%,-1%
COC(=O)CCCC1=CC2=CC(=O)C(C)(OC(=O)c3ccco3)C(=O)C2=CO1 (stereo unspecified),9%,1%,-2%,x,-2%,12%,x,-3%
Cc1nc2ccc(F)cc2cc1C(=O)NC(C)C,9%,-7%,10%,-7%,4%,10%,11%,-2%
[S-]C(=Nc1ccc(Cl)cc1)N[n+]1ccccc1,-10%,2%,4%,0%,6%,6%,u,-5%
O=C(N=C1c2ccccc2CN1c1ccc(F)cc1)c1ccc(Cl)nc1,8%,-4%,28µM*,0%,-7%,5%,15%,-3%
O=C(CCCSc1ccccc1)Nc1nc(-c2ccco2)c(-c2ccco2)s1,-7%,u,u,-6%,-2%,11%,3%,-5%
CC(C)C[C@H](NC(=O)c1nc[nH]c1C(=O)N1CCc2ccccc2C1)C(=O)OCc1ccccc1,x,5%,x,x,4%,7%,-14%,5%
Cc1ccccc1S(=O)(=O)/N=C(/Nc1c(C)n(C)n(-c2ccccc2)c1=O)c1ccccc1,-5%,5%,5%,4%,1%,-28%,3%,x
Cc1snc(S(=O)(=O)Cc2c(Cl)cccc2Cl)c1C#N,-21%,3%,-25%,-6%,8%,2%,3%,3%
COCCNC(=S)Nc1ccccc1Cc1ccccc1,13%,14%,0%,1%,0%,9%,-10%,-7%
Cc1cc(N/N=C/c2cccc(Cl)c2)nc(NCc2ccccc2)n1,-17%,0%,-1%,-12%,-3%,-8%,4%,-8%
CCOC(=O)Cn1c(=O)c2c(nc(Br)n2Cc2ccccc2Cl)n(C)c1=O,-47%[inhibitor],-6%,u,1%,1%,5%,0%,6%
Cc1cc2cc(CNC(=O)c3cccs3)ccc2[nH]1,6%,5%,u,-13%,21%,83%[activator],17%,2%
O=C(Nc1nnc(C2CC2)s1)c1n[nH]c(=O)c2ccccc12,x,2%,x,x,10%,i,-6%,6%
Nc1nc(Nc2ccccc2F)nc(NCCO)c1[N+](=O)[O-],x,7%,-4%,1%[15.4 µM],12%,6%,2%,5%
C=C1C(=O)[C@@]23[C@H](O)C[C@@H]4C(C)(C)CC[C@H](O)[C@]4(C)[C@@H]2C[C@H](O)[C@@H]1[C@H]3O,-57%[inhibitor],-2%,-2%,-4%[15.4 µM],-5%,5%,6%,0%
CC(NC=C1C(=O)OC(C)(C)OC1=O)C(=O)O (stereo unspecified),x,9%,0%,-1%,-4%,4%,3%,4%
O=C(CSc1nnc(-c2ccco2)n1Cc1ccccc1)NC(=O)NCc1ccco1,-11%,-1%,16µM*,4%,6%,-7%,7%,-1%
COc1ccc([C@@H]2C[C@H]3CN(c4ccccc4)C(=O)[C@]34CCCN24)c(OC)c1OC,x,-1%,-3%,-6%,-1%,51%[activator],-6%,2%
COc1cccc(-c2cc(C(=O)O)no2)c1,-2%,-3%,0.56µM*,-4%,-8%,1%,3%,-6%
COC(=O)C1C2C=CC3(CN(c4ccc(Cl)c(F)c4)C(=O)C13)O2 (stereo unspecified),-6%,0%,8%,-2%,-3%,-16%,-4%,-5%
N#Cc1c(-c2ccccc2)cc(C2CC2)nc1SCC(=O)c1cccs1,-20%,-17%,6%,1%,0%,22%,3%,-3%
CC(SCc1ccccc1)C(=O)NCc1ccccn1 (stereo unspecified),x,4%,-3%,4%,-4%,12%,16%,-2%
COc1cccc(C=NCC(C)N=Cc2cccc(OC)c2O)c1O (stereo unspecified),-16%,u,8%,-18%,-16%,17%,18%,-8%
COc1cccc(Cn2c(=O)c(-c3ccccc3)nc3cnc(N4CCNCC4)nc32)c1,x,x,u,x,21%,-3%,x,-6%
CCCc1nc(SCC(=O)Nc2ccccc2OC)c2c(=O)n(C)c(=O)n(C)c2n1,-65%[inhibitor],9%,13%,-2%,5%,-1%,2%,1%
OCC1(CCc2ccccc2)CCN(Cc2ccc(OC(F)F)cc2)CC1,x,-7%,3%,11%,13%,9%,-2%,-3%
O=c1[nH]c2ccccc2c(O)c1-c1ccccc1[N+](=O)[O-],2%,-8%,1%,u,-8%,10%,13%,-7%
O=C(CSCc1ccccc1Cl)N1CCN(c2ccccn2)CC1,26%,5%,u,-6%,-1%,-15%,-13%,-5%
CCOc1nc(-c2ccc(OC)cc2)ccc1-c1noc(-c2ccncc2)n1,14%,-30%,16%,3%,14%,5%,12%,9%

# Whole records, quoted from the list. Screens in order: SMN2 splice enh, KDM4E inh, ALDH1A1 inh, GAA inhib, GLA spleen mod, GoLoco inh red, GAA glycogen, aGlu spleen mod
# O=C(CSc1nnnn1-c1ccc2c(c1)OCCO2)OC1CCCCC1 is entered as 3%, -8%, 5µM*, -6%, 2%, -5%, -8%, -4%
# COC(=O)C1C2C=CC3(CN(c4ccc(Cl)c(F)c4)C(=O)C13)O2 (stereo unspecified) is entered as -6%, 0%, 8%, -2%, -3%, -16%, -4%, -5%
# Cn1c(NC(=O)c2ccc(F)cc2)c(-c2cccs2)c(=O)c2ccccc21 is entered as x, 0%, x, x, 2%, 19%, -2%, 4%
# O=C(CSCc1ccccc1Cl)N1CCN(c2ccccn2)CC1 is entered as 26%, 5%, u, -6%, -1%, -15%, -13%, -5%
# O=C(CSc1nnc(-c2ccco2)n1Cc1ccccc1)NC(=O)NCc1ccco1 is entered as -11%, -1%, 16µM*, 4%, 6%, -7%, 7%, -1%

# More results
SMILES,SMN2 splice enh,KDM4E inh,ALDH1A1 inh,GAA inhib,GLA spleen mod,GoLoco inh red,GAA glycogen,aGlu spleen mod
CCOC(=O)C(C)Oc1cccc2c(=O)n(CC(=O)Nc3ccc4c(c3)OCCO4)ccc12 (stereo unspecified),-2%,u,u,2%[15.4 µM],-2%,15%,11%,-5%
CCOC(=O)CC1(c2ccccc2)CCOC(C)(C)C1 (stereo unspecified),-7%,4%,-7%,u,6%,4%,-3%,2%
COCCNC(=O)c1cc(S(=O)(=O)N2CCOCC2)ccc1SCc1cccc(OC)c1OC,x,1%,0%,u,-1%,2%,-2%,-4%
CCN1CCC2(CC1)N=C(c1ccc(F)cc1)C(=S)N2,-4%,u,u,-6%,-2%,-21%,-11%,-1%
CCN(CC)c1ccc(NC(=O)c2ccc(Cl)nc2)cc1,x,-4%,u,-2%,0%,x,-2%,-6%
Cc1cc2nc(C3CCN(CC4COc5ccccc5O4)CC3)[nH]c2cc1C (stereo unspecified),-18%,0%,-12%,-6%,8%,1%,1%,3%
CCOC(=O)Cn1nc(C)n(-c2ccc(F)cc2)c1=O,7%,-8%,1%,4%,-5%,13%,16%,-4%
Cc1ccc(OCC(=O)N2CCOCC2)cc1C,42%,-1%,-5%,6%,10%,3%,3%,0%
Cc1cccc(C(=O)NCC(c2ccc(F)cc2)N2CCOCC2)c1 (stereo unspecified),-1%,6%,19%,1%,-2%,9%,-11%,-6%
O=C(CN1C(=O)c2ccccc2C1=O)Nc1ccccc1C(=O)NC1CCCCCC1,20%,-1%,-11%,-2%,2%,0%,-5%,0%
COc1ccc(C2c3[nH]c4ccccc4c3CCN2CCCn2cccn2)c(F)c1 (stereo unspecified),x,u,x,x,3%,2%,1%,1%
Cc1noc(-c2ccccc2)c1NC(=O)Nc1ccccc1,x,6%,-4%,-5%,-1%,4%,6%,1%
Cc1nn(Cc2ccc(F)cc2)c(C)c1NC(=O)c1cnn2cccnc12,-18%,4%,4%,-1%,-6%,-3%,-8%,-6%
CN(c1cnn(-c2ccccc2)c(=O)c1Cl)n1cccc1,x,2%,x,x,-5%,3%,1%,-6%
O=C(NCc1ccccc1Cl)C1CCCN(c2nc3ccsc3c(=O)s2)C1 (stereo unspecified),-2%,u,-9%,8%,3%,4%,7%,7%
CC(=NC1CCCC1)c1c(C)[nH]n(-c2nc3ccccc3s2)c1=O,u,4%,14µM*,-3%,-6%,34%[activator],-7%,-6%
Cc1nc2[nH]onc2c2nccc(=O)c12,5%,3%,1%,-3%,-5%,-14%,-2%,-7%
CCOC(=O)CSc1nnc(-c2ccccc2OC)o1,25%,-1%,1%,2%,u,-1%,2%,-5%
